Abeta yeast res – restores growth of yeast expressing A-beta42 peptide. AID 1347071. yeast expressing A-beta42, growth rescue, OD600, 48 h; response scale: 0% DMSO, 100% iron-clioquinol control. Potency, µM (highest dose often 46.1 µM), inactives show at the highest dose growth rescue, most hits filed as activators. actives 0.063% (n = 410,000); note: potency is the fitted concentration of half-maximal effect; nearly all actives have a fitted effect of over 55% in size
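Yeast growth medium received pinned compounds, then yeast cells expressing toxic A-beta were added; plates incubated at 30 C for 48 hr. Growth read as absorbance at 600 nm, normalized to DMSO and equimolar FeCl3 plus clioquinol controls.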
Mm-Cpn inhibitor – M. maripaludis TRiC chaperonin inhibition. purified Mm-Cpn ATPase, ADP Transcreener TR-FRET. Potency, µM (doses to about 76.9 µM), inactives show at the top dose activity, negative = inhibition, most hits filed as inhibitors. actives 0.031% (n = 330,000). AID 504842; note: potency is the fitted concentration of half-maximal effect; % is set by controls: 0 for no effect and ±100 for the full control effect; nearly all actives have a fitted effect of over 80% in size
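25 nM Mm-CPN + cpd, 10 min 37°C; + 10 uM ATP, 30 min 37°C; buffer 30 mM Tris pH 7.4, 100 mM KCl, 5 mM MgCl2, 1 mM DTT; Transcreener ADP HTRF detection 30 min RT.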
GLP-1R inv ag – acts as inverse agonist at human GLP-1 receptor; P43220; HEK293 GLP-1R CRE-luciferase, luminescence, 24 h; GLP-1R form is constitutively active; Potency, µM (top dose mostly 38.3 µM), without a hit: at the top dose activity change, negative = inhibition, actives largely listed as inhibitors; actives 1.6% (n = 410,000); AID 624417; note: potency is the fitted concentration of half-maximal effect; % is set by controls: 0 for no effect and ±100 for the full control effect; nearly all actives have a fitted effect of over 55% in size
Target sequence (P43220 whole entry, looked up): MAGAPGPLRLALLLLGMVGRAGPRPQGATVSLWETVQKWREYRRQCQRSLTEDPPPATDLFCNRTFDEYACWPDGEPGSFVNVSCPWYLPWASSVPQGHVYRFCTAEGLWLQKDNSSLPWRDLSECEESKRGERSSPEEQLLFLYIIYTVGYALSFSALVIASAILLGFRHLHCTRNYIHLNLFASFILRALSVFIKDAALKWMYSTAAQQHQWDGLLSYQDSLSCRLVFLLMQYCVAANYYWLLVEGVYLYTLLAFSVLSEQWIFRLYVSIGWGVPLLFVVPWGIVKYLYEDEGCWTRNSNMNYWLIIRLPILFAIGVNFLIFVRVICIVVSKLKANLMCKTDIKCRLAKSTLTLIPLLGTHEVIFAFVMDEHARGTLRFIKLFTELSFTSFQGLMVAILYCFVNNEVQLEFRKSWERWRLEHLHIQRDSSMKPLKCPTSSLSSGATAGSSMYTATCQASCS
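Assay principle: reduced luminescence from a cAMP-responsive reporter in HEK293 cells co-expressing a constitutively active GLP-1R. Conditions: 24 hr compound incubation, 37 deg C, 5% CO2.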
Akt phos inh – blocks phosphorylation of Akt; Neuro2A IGF-stimulated pAkt S473 HTRF, 20 min; stronger effect = lower value; activity change, % for hits at 50 µM; actives 0.32% (n = 360,000); AID 651550; in the data active = activity change below about -80%; inconclusive = mostly about -51% to -80%; note: % is set by controls: 0 for no effect and ±100 for the full control effect
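Neuro2A cells in DMEM with 0.5% FBS, overnight at 37 deg C, given compound at single 50 µM final, then IGF (6 nM final) for 20 min at 37 deg C. Lysed; phospho-Akt Ser473 by HTRF after 24 h, 665/615 ratio.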
TDP43 rescue – rescues yeast growth from TDP-43 toxicity; TDP-43 expressing yeast growth rescue, BacTiter-Glo, 24 h; Potency, µM (top dose mostly 46.1 µM), without a hit: at the top dose growth rescue (activation), most hits filed as activators; actives 1.8% (n = 410,000); note: potency is the fitted concentration of half-maximal effect; % of control where 0% means no effect; nearly all actives have a fitted effect of over 50% in size
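Yeast cells expressing TDP-43 under galactose induction are exposed to compounds for 24 hr at 30 deg C. BacTiter-Glo luminescence measures growth, so protective compounds score as activators.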
FUS suppressor – suppressors of FUS proteinopathy in yeast | S. cerevisiae FUS-expressing, growth rescue, OD600, 24 h | Potency, µM (doses to about 76.6 µM), for inactives: at the top dose growth rescue (activation), actives largely listed as activators | actives 0.24% (n = 390,000) | AID 1347120;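 note: potency is the fitted concentration of half-maximal effect; plate controls were DMSO vehicle for no effect and reference control for full effect; nearly all actives have a fitted effect of over 55% in size; some results filed as inactive show a strong effect at the top dose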
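FUS-expressing yeast, raffinose-pregrown, induced in 2% galactose minimal medium at OD 0.005; compounds in a dilution series, 24hr at 30C. Growth restoration read as absorbance at 600 nm. CP55940 positive control, DMSO negative.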
PTHR1 ag – activates the human parathyroid hormone receptor PTHR1. Q03431. HEK293 GP2 PTHR1 cells, GloSensor cAMP luminescence, 1 h. Potency, µM (series often up to 115 µM), without a hit: top-dose activation, most hits filed as activators. actives 0.075% (n = 410,000). AID 743266; note: potency is the fitted concentration of half-maximal effect; nearly all actives have a fitted effect of over 55% in size; some results filed as inactive show a strong effect at the top dose; inactives centre near -15; many of its hits are not listed in these tables
Target sequence (Q03431 whole entry, looked up): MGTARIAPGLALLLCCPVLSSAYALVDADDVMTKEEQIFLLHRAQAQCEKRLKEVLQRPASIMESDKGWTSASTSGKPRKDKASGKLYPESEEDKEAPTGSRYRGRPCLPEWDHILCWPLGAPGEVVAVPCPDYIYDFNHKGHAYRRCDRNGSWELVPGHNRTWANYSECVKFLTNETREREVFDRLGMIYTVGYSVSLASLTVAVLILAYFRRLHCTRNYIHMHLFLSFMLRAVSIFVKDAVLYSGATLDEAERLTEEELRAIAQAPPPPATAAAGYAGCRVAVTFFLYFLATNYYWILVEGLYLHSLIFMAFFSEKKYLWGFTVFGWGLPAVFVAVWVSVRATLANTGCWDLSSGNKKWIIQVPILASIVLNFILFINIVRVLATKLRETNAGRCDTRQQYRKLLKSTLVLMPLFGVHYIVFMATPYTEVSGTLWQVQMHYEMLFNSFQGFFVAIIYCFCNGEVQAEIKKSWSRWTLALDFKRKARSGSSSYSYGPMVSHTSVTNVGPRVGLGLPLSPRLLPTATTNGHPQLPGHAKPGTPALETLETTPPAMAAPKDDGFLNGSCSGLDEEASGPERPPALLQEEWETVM
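HEK-293-derived GP2 cells expressing PTHR1 and a GloSensor cAMP reporter, 3,000/well, plated overnight, given luciferin plus IBMX (each 0.5 mM as added) for 1 h at 37 °C, then compound for 1 h at 37 °C. Luminescence was read after 15 min at room temperature.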
HEK293 tox – cytotoxicity counter-screen for GLP-1 receptor inverse agonists | Potency, µM (titrated, usually from 38.3 µM), inactives show top-dose activity change, negative = inhibition, usual class: inhibitors | actives 0.13% (n = 410,000) | AID 624418 | HEK293 cAMP-luciferase reporter cells, luminescence, 24 h;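 note: loss of luciferase light is scored as toxicity; potency is the fitted concentration of half-maximal effect; % is set by controls: 0 for no effect and ±100 for the full control effect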
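To flag toxic compounds, the library was rerun on cells for 24 hr at 37 deg C and 5% CO2. Viability-linked luminescence was captured 12 min after adding luciferase detection reagent.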
aSyn yeast inh – rescues yeast growth from alpha-synuclein toxicity; actives 0.14% (n = 370,000); AID 652106; Potency, µM (doses to about 46.1 µM), for the others: at the highest dose growth rescue (activation), most hits filed as activators; Yeast expressing alpha-synuclein, growth rescue, BacTiter-Glo, 24 h; note: potency is the fitted concentration of half-maximal effect; % of control where 0% means no effect; nearly all actives have a fitted effect of over 65% in size
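Screening used galactose-induced yeast with toxic alpha-synuclein levels, exposed to compound for 24 hr at 30 deg C. Cell growth, read with BacTiter-Glo luminescence, gave the measured signal.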
Starred values were filed as active, the others as inactive; [ ] = another dose, or the depositor's remark. Unless noted, calls come from the whole dose curve; as a rule, active = well fitted curve in the direction sought with a large enough effect; inconclusive = small, poorly fitted or top-dose-only effect, or another doubt; inactive = no such curve, though single readings can be large; an effect the other way counts as inactive or inconclusive. These rows are one share of the data. The share of hits here may be higher or lower than overall.

What do the screens show for `Cc1ccccc1-n1c(C)cc(/C=C2/C(=N)N3C(c4ccccc4)=CSC3=NC2=O)c1C`?
Abeta yeast res: 7%; Mm-Cpn inhibitor: -17%; GLP-1R inv ag: -59%; Akt phos inh: inactive; TDP43 rescue: 6%; PTHR1 ag: inactive; HEK293 tox: 96%[activator]; aSyn yeast inh: 10%

How did Cc1ccc(CSc2nnc(-c3ccc(S(=O)(=O)N4CCCC4)cc3)o2)cc1 do in these assays?
Abeta yeast res: -1%; Mm-Cpn inhibitor: 4%; GLP-1R inv ag: 34%[activator]; Akt phos inh: inactive; TDP43 rescue: 0%; FUS suppressor: 7%; PTHR1 ag: inactive; HEK293 tox: 0%; aSyn yeast inh: -1%

Results for Cc1sc2ncn(CC(=O)N3CCN(c4ccc(F)cc4)CC3)c(=O)c2c1S(=O)(=O)N1CCOCC1 ?
Abeta yeast res: -9%; Mm-Cpn inhibitor: 0%; GLP-1R inv ag: -6%; Akt phos inh: inactive; TDP43 rescue: -18%; FUS suppressor: 4%; PTHR1 ag: -10%; HEK293 tox: -7%; aSyn yeast inh: -4%

Results for Cc1cccc(NS(=O)(=O)c2cn(C)c(=O)n(C)c2=O)c1C ?
Abeta yeast res: -5%; Mm-Cpn inhibitor: 0%; GLP-1R inv ag: -2%; Akt phos inh: inactive; TDP43 rescue: 12%; FUS suppressor: -32%; PTHR1 ag: -1%; HEK293 tox: 7%; aSyn yeast inh: -8%

How did CCOC(=O)c1[nH]c(C)c(CN(CCc2ccc(OC)c(OC)c2)C(=O)CCCC(=O)O)c1C do in these assays?
Abeta yeast res: 1%; Mm-Cpn inhibitor: -6%; GLP-1R inv ag: 0%; Akt phos inh: inactive; TDP43 rescue: 5%; FUS suppressor: 22%; PTHR1 ag: inactive; HEK293 tox: -20%; aSyn yeast inh: -1%

How did CCn1ncc(Br)c1C(=O)Nc1ccccc1C(=O)OC do in these assays?
Abeta yeast res: 6%; GLP-1R inv ag: 0%; Akt phos inh: inactive; TDP43 rescue: 14µM*; FUS suppressor: 19%; PTHR1 ag: inconclusive; HEK293 tox: -17%; aSyn yeast inh: -7%

What do the screens show for `CSc1ccccc1C(=O)OCC(=O)N1CCN(C(C)=O)CC1`?
Abeta yeast res: 7%; Mm-Cpn inhibitor: 3%; GLP-1R inv ag: 9%; Akt phos inh: inactive; TDP43 rescue: 9%; FUS suppressor: 8%; PTHR1 ag: -2%; HEK293 tox: 2%; aSyn yeast inh: 4%

Results for COc1ccc2nc3c(cc2c1)c(NC(=O)c1cccs1)nn3CC(C)C ?
Abeta yeast res: 8%; Mm-Cpn inhibitor: -7%; GLP-1R inv ag: 8.9µM*; Akt phos inh: inactive; TDP43 rescue: 25µM*; FUS suppressor: inconclusive; PTHR1 ag: -14%; HEK293 tox: 156%[activator]; aSyn yeast inh: 2%

How did Cc1ccc(-c2cc(NC(=O)c3ccccc3[N+](=O)[O-])n[nH]2)cc1 do in these assays?
Abeta yeast res: -16%; Mm-Cpn inhibitor: 2%; GLP-1R inv ag: inconclusive; Akt phos inh: inactive; TDP43 rescue: 12%; FUS suppressor: 0%; PTHR1 ag: inactive; HEK293 tox: -18%; aSyn yeast inh: 0%

How did CC1Cc2ccccc2N1C(=O)CN(C)CC(=O)Nc1ccc(F)cc1 (stereo not drawn) do in these assays?
Abeta yeast res: 7%; Mm-Cpn inhibitor: -1%; GLP-1R inv ag: -27%; Akt phos inh: inactive; TDP43 rescue: 10%; PTHR1 ag: -3%; HEK293 tox: -12%; aSyn yeast inh: 3%

What do the screens show for `COc1ccc(C(=O)Nc2cccc(OCc3cc(=O)n4c5c(sc4n3)CCCC5)c2)cc1`?
Abeta yeast res: 2%; GLP-1R inv ag: 1%; TDP43 rescue: 6%; FUS suppressor: -22%; PTHR1 ag: -42%[inhibitor]; HEK293 tox: -13%

Results for CN(C(=O)COC(=O)/C=C/c1cccs1)C1CCCCC1 ?
Abeta yeast res: 0%; Mm-Cpn inhibitor: 0%; GLP-1R inv ag: inconclusive; Akt phos inh: inactive; TDP43 rescue: -13%; FUS suppressor: 4%; PTHR1 ag: -75%[inhibitor]; HEK293 tox: 4%; aSyn yeast inh: 5%

How did CCCCN(CC)CCCNC(=O)Cn1ncc2c([nH]c3ccc(C)cc32)c1=O do in these assays?
Abeta yeast res: 12%; GLP-1R inv ag: -4%; TDP43 rescue: 20%; FUS suppressor: 6%; PTHR1 ag: inactive; HEK293 tox: 7%

How did Cc1nnc(SCC(=O)N(C)c2c(N)n(Cc3ccccc3)c(=O)[nH]c2=O)n1Cc1ccccc1 do in these assays?
Abeta yeast res: 17%; Mm-Cpn inhibitor: -5%; GLP-1R inv ag: -11%; Akt phos inh: inactive; TDP43 rescue: -5%; FUS suppressor: -7%; PTHR1 ag: inactive; HEK293 tox: -2%; aSyn yeast inh: -4%

How did CSCCC(NC(=O)c1ccc(Cl)cc1)C(=O)NC(C)(C)C (stereo not drawn) do in these assays?
Abeta yeast res: 3%; Mm-Cpn inhibitor: 3%; GLP-1R inv ag: 0%; Akt phos inh: inactive; TDP43 rescue: -16%; FUS suppressor: 13%; PTHR1 ag: inactive; HEK293 tox: 6%; aSyn yeast inh: -2%

Results for COc1ccccc1NS(=O)(=O)c1cc(C(=O)N2CCCCCC2)ccc1C ?
Abeta yeast res: -15%; Mm-Cpn inhibitor: 2%; GLP-1R inv ag: -23%; Akt phos inh: inactive; TDP43 rescue: -18%; FUS suppressor: 9%; PTHR1 ag: inactive; HEK293 tox: 0%; aSyn yeast inh: -4%

How did S=C(Nc1cccc(Cl)c1Cl)N1CCCC1 do in these assays?
Abeta yeast res: 18%; Mm-Cpn inhibitor: 1%; GLP-1R inv ag: 10%; Akt phos inh: inactive; TDP43 rescue: -5%; FUS suppressor: -25%; PTHR1 ag: -2%; HEK293 tox: 1%; aSyn yeast inh: 1%

How did Cc1cccc(C(=O)Nc2nnc(SCC(=O)NC3CC3)s2)c1 do in these assays?
Abeta yeast res: 3%; Mm-Cpn inhibitor: -2%; GLP-1R inv ag: 9%; Akt phos inh: inactive; TDP43 rescue: -11%; FUS suppressor: 13%; PTHR1 ag: inactive; HEK293 tox: 7%; aSyn yeast inh: 2%

Results for Cn1c(=O)c(-c2cccc(Cl)c2)c(O)c2ccccc21 ?
Abeta yeast res: -19%; GLP-1R inv ag: 4%; Akt phos inh: inactive; TDP43 rescue: 11µM*; FUS suppressor: 8%; PTHR1 ag: inactive; HEK293 tox: 3%; aSyn yeast inh: 7%

How did CCCN(Cc1nnc(-c2ccccc2Cl)o1)C(=O)c1cc(S(=O)(=O)N2CCOCC2)ccc1F do in these assays?
Abeta yeast res: 3%; Mm-Cpn inhibitor: -3%; GLP-1R inv ag: 1%; Akt phos inh: inactive; TDP43 rescue: -3%; FUS suppressor: 30%; PTHR1 ag: -6%; HEK293 tox: 5%; aSyn yeast inh: -1%

Results for Cc1ccc(CC2C(=O)N(c3nc(C)cc(C)n3)C(=O)C2C)cc1 (stereo not drawn) ?
Abeta yeast res: -6%; Mm-Cpn inhibitor: 1%; GLP-1R inv ag: -10%; Akt phos inh: inactive; TDP43 rescue: 11%; FUS suppressor: 10%; PTHR1 ag: -14%; HEK293 tox: -8%; aSyn yeast inh: -12%

Results for COc1ccc(/C=N/OCC(=O)NC(c2ccccc2)c2ccccc2)cc1OC ?
Abeta yeast res: 15%; Mm-Cpn inhibitor: 3%; GLP-1R inv ag: inconclusive; Akt phos inh: inactive; TDP43 rescue: 8%; PTHR1 ag: -94%; HEK293 tox: 20%; aSyn yeast inh: 7%

How did COc1ccc(NC(=O)c2nc3nccc(C)n3n2)cc1S(=O)(=O)N1CCOCC1 do in these assays?
Abeta yeast res: 1%; Mm-Cpn inhibitor: 1%; GLP-1R inv ag: -22%; Akt phos inh: inactive; TDP43 rescue: -16%; PTHR1 ag: inactive; HEK293 tox: -11%; aSyn yeast inh: -6%

What do the screens show for `COc1ccc(CNC(=O)CN(Cc2ccc(OC)cc2)C(=O)CCC(=O)Nc2nccs2)cc1`?
Abeta yeast res: -3%; Mm-Cpn inhibitor: -1%; GLP-1R inv ag: -2%; Akt phos inh: inactive; TDP43 rescue: -7%; FUS suppressor: 12%; PTHR1 ag: inactive; HEK293 tox: 6%; aSyn yeast inh: 1%

What do the screens show for `CC1CCN(S(=O)(=O)c2cc(Cl)ccc2Br)CC1`?
Abeta yeast res: -3%; Mm-Cpn inhibitor: 2%; GLP-1R inv ag: -8%; Akt phos inh: inactive; TDP43 rescue: inconclusive; FUS suppressor: 9%; PTHR1 ag: inactive; HEK293 tox: 2%; aSyn yeast inh: 6%

What do the screens show for `C=CCNc1nc(N2CCCC2)nc2ccccc12`?
Abeta yeast res: 3%; Mm-Cpn inhibitor: -19%; GLP-1R inv ag: inconclusive; Akt phos inh: inactive; TDP43 rescue: -14%; FUS suppressor: -10%; PTHR1 ag: inactive; HEK293 tox: -11%; aSyn yeast inh: 20%

High-throughput results as filed in PubChem BioAssay.
